M4 ag: human M4 muscarinic receptor agonists, primary screen, CHO-K1 cells, Fluo-8 calcium fluorescence; Muscarinic acetylcholine receptor M4 (Homo sapiens), P08173; CHO-K1 hM4/Gqi5; vehicle 0%, full acetylcholine response 100%; activation, % at 3 µM; actives 0.14% (n = 360,000);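 active = activation above the run mean over all test wells plus 3 SD, cut at about 32% in these data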;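 note: peak over basal fluorescence ratio per well then scaled between controls; 0% = DMSO wells and 100% = acetylcholine at EC100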
Target sequence (P08173 whole entry, looked up): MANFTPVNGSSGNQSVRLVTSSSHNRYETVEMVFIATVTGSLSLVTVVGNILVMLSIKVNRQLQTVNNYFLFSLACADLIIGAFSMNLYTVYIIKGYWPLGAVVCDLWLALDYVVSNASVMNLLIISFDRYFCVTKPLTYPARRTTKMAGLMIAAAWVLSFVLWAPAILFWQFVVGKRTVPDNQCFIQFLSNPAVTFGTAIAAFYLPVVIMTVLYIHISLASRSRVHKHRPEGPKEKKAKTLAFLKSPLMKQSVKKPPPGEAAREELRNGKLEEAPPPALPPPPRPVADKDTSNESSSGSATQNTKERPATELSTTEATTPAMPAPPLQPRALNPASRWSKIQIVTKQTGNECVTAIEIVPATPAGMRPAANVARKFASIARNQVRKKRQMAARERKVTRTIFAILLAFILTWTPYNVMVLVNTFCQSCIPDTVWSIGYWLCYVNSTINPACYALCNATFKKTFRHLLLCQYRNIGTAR
CHRM5 PAM: human M5 muscarinic receptor positive allosteric modulators, primary screen, CHO-K1 cells, Fluo-8 calcium fluorescence | actives 0.3% (n = 360,000) | CHO-K1 hM5, ACh EC20 PAM; 0% = ACh EC20, 100% = ACh EC100 | activation, % at 3 µM | Muscarinic acetylcholine receptor M5 (Homo sapiens), P08912;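 active = activation above the run cutoff, the mean activation of all test compounds plus 3 SD, cut at about 18% in these data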
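Test system: CHO-K1 hM5 cells / Doses: single-point, 3 µM nominal / Times: Post-acetylcholine fluorescence recording 140 s / Technique: Fluo-8 calcium fluorescence / Measure: Max/basal fluorescence ratio as % of EC20–EC100 ACh window / Benchmarks: low control EC20 acetylcholine (0%), high control EC100 acetylcholine (100%) / Replicates: one well per compound, no replicates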
CHRM1 antagonist: human M1 muscarinic receptor antagonists, primary screen, CHO-K1 cells, Fluo-8 calcium fluorescence, 1536-well | actives 1.3% (n = 360,000) | AID 588852, 2011 | Muscarinic acetylcholine receptor M1 (Homo sapiens), P11229 | inhibition, % at 3 µM | CHO-K1 hM1, ACh EC80 antagonist;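 active = percent inhibition above its own plate's cutoff, namely the mean of that plate's compound wells plus 3 SD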;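 note: peak over basal fluorescence ratio during 140 s after agonist addition; 0% = ACh EC80 plus DMSO and 100% = DMSO alone without agonist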
Target sequence (P11229 whole entry, looked up): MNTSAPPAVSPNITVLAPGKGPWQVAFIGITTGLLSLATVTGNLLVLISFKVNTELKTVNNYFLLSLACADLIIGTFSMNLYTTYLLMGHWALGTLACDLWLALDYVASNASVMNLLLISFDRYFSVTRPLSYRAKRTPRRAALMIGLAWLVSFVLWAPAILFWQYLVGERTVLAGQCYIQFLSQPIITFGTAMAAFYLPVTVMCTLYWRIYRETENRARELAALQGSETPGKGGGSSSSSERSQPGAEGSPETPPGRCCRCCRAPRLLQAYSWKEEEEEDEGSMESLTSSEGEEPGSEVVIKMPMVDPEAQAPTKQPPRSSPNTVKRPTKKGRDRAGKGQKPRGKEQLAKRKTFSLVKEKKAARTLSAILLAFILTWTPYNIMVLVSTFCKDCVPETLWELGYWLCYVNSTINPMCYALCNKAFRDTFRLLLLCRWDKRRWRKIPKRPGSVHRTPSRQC
M5 ag: human M5 muscarinic receptor agonists, primary screen, CHO-K1 cells, Fluo-8 calcium fluorescence | Muscarinic acetylcholine receptor M5 (Homo sapiens), P08912 | CHO-K1 hM5 cells; 0% DMSO wells, 100% maximal acetylcholine response | activation, % at 3 µM | actives 0.19% (n = 360,000) | AID 624037, 2012;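 active = activation above the run's mean over test compounds plus 3 SD, cut at about 23% in these data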;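 note: signal is peak over basal fluorescence ratio across the kinetic read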
CHRM1 PAM: human M1 muscarinic receptor positive allosteric modulators, primary screen, CHO-K1 cells, Fluo-8 calcium fluorescence, 1536-well; Muscarinic acetylcholine receptor M1 (Homo sapiens), P11229; CHO-K1 hM1, ACh EC20; 0% = ACh EC20, 100% = maximal ACh; activation, % at 3 µM; actives 0.088% (n = 360,000); in the data active = activation above about 19%, passing the limit was not always enough
CHRM5 antagonist: human M5 muscarinic receptor antagonists, primary screen, CHO cells, Fluo-8 calcium fluorescence | Muscarinic acetylcholine receptor M5 (Homo sapiens), P08912 | CHO-hM5 cells, ACh EC80 | inhibition, % at 3 µM | actives 0.59% (n = 360,000);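 active = inhibition above a per-plate cutoff, the mean of that plate's test compounds plus 3 SD, cut at about 27% in these data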;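 note: 0% = acetylcholine EC80 with DMSO and 100% = DMSO without agonist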
CHRM4 antagonist: human M4 muscarinic receptor antagonists, primary screen, CHO cells, Fluo-8 calcium fluorescence. Muscarinic acetylcholine receptor M4 (Homo sapiens), P08173. CHO-hM4 cells, ACh EC80. inhibition, % at 3 µM. actives 0.73% (n = 360,000). AID 624125, 2012;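 active = inhibition above its plate's cutoff, the mean inhibition of sample wells plus 3 SD, cut at about 27% in these data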;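 note: 0% = acetylcholine EC80 with DMSO and 100% = DMSO without agonist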
M1 ag: human M1 muscarinic receptor agonists, primary screen, Fluo-8 calcium fluorescence, CHO-K1 cells, HTS. Muscarinic acetylcholine receptor M1 (Homo sapiens), P11229. CHO-K1 hM1, agonist mode; 0% DMSO, 100% acetylcholine EC100. activation, % at 3 µM. actives 0.33% (n = 360,000);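 active = activation above the run's mean compound activation plus 3 SD, cut at about 16% in these data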;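 note: peak over basal fluorescence ratio within a 140 s kinetic read after compound addition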
TAAR1 ag: human TAAR1 agonists, primary screen, Fluo-8 calcium fluorescence, CHO RD-HGA16 cells. Trace amine-associated receptor 1 (Homo sapiens), Q96RJ0. actives 0.99% (n = 360,000). vehicle wells 0%, saturating PEA agonist 100%. activation, % at 3 µM;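 active = activation above the mean activation of all test compounds in the run plus 3 SD, cut at about 38% in these data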
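Benchmarks: low control DMSO, high control PEA (EC100); System: CHO RD-HGA16 cells carrying human TAAR1 plus Gα16; Detection: Fluo-8 fluorescence, 5 s baseline then 140 s kinetic read; Schedule: 17-24 h plating, Fluo-8 75 min 37 °C, 30 min RT; Read-out basis: % activation from peak over basal fluorescence ratio, DMSO-to-PEA scaled.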
An asterisk follows results filed as active; / = not tested or not shown. Not all compounds are listed; rates above refer to the full screens.

No.	SMILES	M5 ag	M4 ag	CHRM5 PAM	CHRM1 antagonist	M1 ag	CHRM4 antagonist	CHRM5 antagonist	CHRM1 PAM	TAAR1 ag
1	COc1cccc(CN(C)CC(=O)NCc2ccc(F)cc2)c1OC	-5	1	12	-15	-3	-5	-7	8	-1
2	CC(=O)Nc1nc(C)c(-c2csc(Nc3ccc(O)cc3)n2)s1	4	0	3	9	-3	16	1	-4	/
3	Cc1cc(NC(=O)Cn2nc(C(=O)O)c3ccccc3c2=O)ccc1Br	-3	2	-6	-9	-2	-11	14	5	13
4	O=C(Nc1ccc(F)cc1)C(Sc1nnc2ccccn12)c1ccccc1 (stereo not drawn)	-3	2	-6	-8	-5	-18	5	6	2
5	Cc1ccc(CNC(=O)c2cn(C3CCCCC3)c(=O)c3c2c2ccccc2n3C)o1	1	6	-6	-11	-5	-2	11	-6	13
6	CC1CN(S(=O)(=O)c2ccc(C(=O)Nc3ccc(S(=O)(=O)Nc4ncccn4)cc3)cc2)CC(C)O1 (stereo not drawn)	3	1	-1	0	-4	3	13	-2	1
7	N#Cc1cc(Cl)c(N2CCOCC2)cc1C#N	1	2	8	-15	0	-4	-1	-1	9
8	CC(C)(CO)Nc1ccc([N+](=O)[O-])cc1[N+](=O)[O-]	-1	3	-13	2	0	-10	2	2	-1
9	Cc1cc(OCC(=O)NCCCN2CCCC2=O)c2c(C)c(C)c(=O)oc2c1	-2	-1	2	0	-1	1	-4	4	3
10	C/C(=N\NS(=O)(=O)c1ccc(C)cc1)c1ccc(Br)s1	0	0	2	-4	-6	0	-2	4	-1
11	CCCc1ccc(-c2c(C)sc(NC(=O)c3ccnn3C)c2C#N)cc1	2	0	-3	2	-1	8	6	-8	14
12	O=C1CSC(c2ccccn2)N1Cc1cn2ccccc2n1 (stereo not drawn)	-1	0	2	0	-4	2	3	1	2
13	C[C@H](CO)N1C[C@H](C)[C@@H](CN(C)C(=O)Nc2ccccc2)Oc2c(NC(=O)NC3CCCCC3)cccc2C1=O	-1	2	0	3	-3	-14	12	5	4
14	Cc1ccccc1C(=O)Nc1ccnn1C1CCN(C(=O)c2cnsn2)CC1	-2	2	7	-7	-2	-2	-3	4	1
15	CCN(CC)CCCNC(=O)CSc1c2c(nc3cc(Cl)ccc13)CCCC2	-10	1	0	3	-9	0	6	-15	1
16	Cn1c(=O)n(Cc2ccccc2F)c2ccccc21	-4	0	1	-18	-4	3	3	11	14
17	COc1ccc(S(=O)(=O)Nc2cc3c4c(oc3c3ccccc23)CCCC4=O)cc1	-7	2	-11	-4	-3	-7	4	3	10
18	Cc1ccc(C(=O)OCC(=O)NCC(F)(F)F)cc1C	1	1	3	-7	-7	0	-2	2	6
19	COc1ccc(C(=O)N/C(=C/c2cccc3ccccc23)C(=O)NCCc2c[nH]c3ccccc23)cc1OC	-1	6	-9	8	-4	9	14	0	2
20	Cn1c(SCC(=O)c2ccc(O)c(O)c2)nnc1-c1cccs1	0	0	0	0	-4	-1	3	0	-1
21	O=C(O)CCCn1cc(NC(=O)COc2ccc(F)cc2F)cn1	1	0	9	-5	-2	7	-9	7	1
22	Cc1cccc(N2C(=O)CC(Cn3nc(C)cc3C)C2=O)c1 (stereo not drawn)	-1	0	-3	-10	-2	-6	11	10	4
23	CC(=O)C(=Nc1ccccc1Cl)NNc1ccc(Cl)cc1	-3	5	-3	3	-3	9	6	3	5
24	Cc1ccccc1NC(=O)CNc1ccc(Cl)c(C(F)(F)F)c1	1	3	-1	0	-4	-3	-6	2	1
25	COc1cc(C(=O)N2CCOC23CCN(Cc2ccccc2)CC3)cc(OC)c1OC	-2	0	-5	14	-9	10	5	-14	-1
26	COc1cccc(NC(=O)c2ccccc2N2C(=O)C3C4C=CC(C4)C3C2=O)c1 (stereo not drawn)	-1	2	7	-14	-2	8	-9	12	1
27	C/C(=N/NC(=O)CNC(=O)C1COc2ccccc2O1)c1ccc([N+](=O)[O-])cc1 (stereo not drawn)	-3	3	-5	-2	-6	-1	17	0	0
28	Cc1cccc(C(=O)c2ccccc2C(=O)O)c1	0	0	-6	-14	-1	1	8	12	2
29	O=C(Nc1ccccc1F)Nc1cccnc1Cl	0	1	-2	-14	-2	-6	12	11	-2
30	COC(=O)CCN1CCC2CC1c1cc(Cl)ccc12 (stereo not drawn)	-1	0	-3	-11	0	-5	-2	7	1
31	Cc1ccc(S(=O)(=O)NC(CC(C)C)C(=O)N2CC(C)OC(C)C2)cc1 (stereo not drawn)	-3	2	-3	-4	-4	-11	-2	4	2
32	COc1ccc2c(C)cc(SCC#N)nc2c1	-4	-1	4	-13	-9	3	-1	11	/
33	O=C(NC(=S)Nc1ccc(-c2ccccc2)cc1)c1ccccc1	2	0	10	-21	-3	-12	5	10	2
34	Cc1ccc(S(=O)(=O)N(Cc2ccccc2)c2ccccn2)cc1[N+](=O)[O-]	-2	-2	-10	-6	-2	3	1	4	10
35	O=C(Nc1cccc2ccccc12)c1ccc(OC(=S)N2CCOCC2)cc1	3	11	-12	6	-3	13	4	-7	6
36	O=C(CSc1ccc([N+](=O)[O-])cc1)Nc1nnc(C2CC2)s1	0	0	-4	6	-2	8	14	-6	1
37	CCOC(=O)C1=NNC2(c3ccc(Cl)cc3)C(=O)N(c3ccc(C)cc3)C(=O)C12 (stereo not drawn)	4	2	-1	-8	-7	-7	3	7	-2
38	COc1cc(CCC(=O)OCC(=O)NCc2ccc(Cl)cc2)cc(OC)c1OC	0	2	-4	7	-3	3	18	-3	8
39	COC(=O)CN(c1ccc2c(c1)OCO2)S(C)(=O)=O	-3	2	5	-24	-1	-12	-11	12	14
40	Cc1cccc(N(C(=O)c2csnn2)C(C(=O)NC2CCCC2)c2ccncc2)c1 (stereo not drawn)	-3	0	-7	12	-3	-2	26	3	1
41	O=[N+]([O-])c1ccc(CN2CCN(c3nc4ccccc4s3)CC2)cc1	-4	0	3	-16	-3	-9	5	14	-1
42	Cc1cccc(NC(=O)c2ccc(S(=O)(=O)N(C)CC3CCCO3)cc2)c1C (stereo not drawn)	-2	2	2	12	-2	-3	-2	-5	1
43	Cc1c(NC(=O)c2c(NC(=O)CNC3CC3)sc3c2CCCC3)c(=O)n(-c2ccccc2)n1C	-4	1	0	1	-9	-3	-4	-1	-3
44	COc1cccc(COCC(O)CN2CCC(C(N)=O)CC2)c1 (stereo not drawn)	-4	0	1	15	-1	-12	1	-7	-5
45	COc1ccccc1NC(=O)CN1C(=O)COc2ccc(C)cc21	7	5	0	-15	1	-2	-2	4	2
46	O=C(NCCCN1CCCC1)C1CCC(=O)N1C1CCCCC1 (stereo not drawn)	-7	1	-11	3	-12	-1	-1	3	8
47	COc1ccc(C2NS(=O)(=O)N=C2N)cc1 (stereo not drawn)	-1	0	2	-7	-1	-3	6	15	15
48	O=C(CSc1nc2[nH]ncc2c(=O)[nH]1)Nc1ccc(Cl)c(Cl)c1	-5	0	8	-4	-5	-9	0	12	0
49	COc1ccc(Cl)cc1NC(=O)C1CC(c2ccccc2Cl)=NO1 (stereo not drawn)	1	2	2	-3	-3	10	0	2	0
50	Cc1c(CCO)c(=O)oc2n[nH]c(-c3ccccc3)c12	-1	7	-5	5	-5	1	11	-10	0
51	Cc1ccc(-n2nnnc2SCC(=O)Nc2cc(C)on2)c(C)c1	2	3	-3	-1	2	3	2	1	1
52	COc1ccc(OC)c(NC(=O)CSc2nc(C)cs2)c1	1	-2	11	-9	-3	3	-18	7	7
53	O=C(c1cnc2nc3ccccc3n2c1)c1cc(F)ccc1O	3	2	5	-3	-2	-5	7	7	0
54	Cc1ccc(S(=O)(=O)Nc2ccc(C(=O)NCc3ccccn3)cc2)cc1	-2	3	-9	1	-1	-23	4	-2	2
55	O=C(Nc1cccc(Cl)c1N1CCCC1)c1cc2ccccc2o1	2	0	4	-18	-1	-1	-4	5	2
56	O=C(CCS(=O)(=O)c1ccc(Br)cc1)Nc1ccc2c(c1)OCO2	-2	-1	-2	-2	-4	12	-3	2	14

In the list so far, these have a CF3 group:
No.	SMILES	M5 ag	M4 ag	CHRM5 PAM	CHRM1 antagonist	M1 ag	CHRM4 antagonist	CHRM5 antagonist	CHRM1 PAM	TAAR1 ag
18	Cc1ccc(C(=O)OCC(=O)NCC(F)(F)F)cc1C	1	1	3	-7	-7	0	-2	2	6
24	Cc1ccccc1NC(=O)CNc1ccc(Cl)c(C(F)(F)F)c1	1	3	-1	0	-4	-3	-6	2	1

Going on with the list:
No.	SMILES	M5 ag	M4 ag	CHRM5 PAM	CHRM1 antagonist	M1 ag	CHRM4 antagonist	CHRM5 antagonist	CHRM1 PAM	TAAR1 ag
57	CCOC(=O)C[C@H]1c2ccc(C(F)(F)F)cc2S(=O)(=O)N1C(C)C	-1	0	-4	-8	-6	4	7	6	10
58	CCc1ccccc1NC(=O)COc1ccc2oc(-c3ccc(OC)cc3)cc(=O)c2c1	3	1	3	2	-3	-8	-5	2	1
59	CCCCCn1c(NC(=O)c2ccco2)c(S(=O)(=O)c2ccc(C)cc2)c2nc3ccccc3nc21	0	-1	-1	-3	-2	5	-2	2	9
60	COc1cc(CNc2nc(C)c([N+](=O)[O-])c(C)c2C#N)cc(OC)c1OC	1	14	-19	14	-2	-4	19	-15	10
61	Cn1c(=O)ccc2ccccc21	1	1	0	0	-4	-16	-1	4	0
62	CC(=O)Nc1cccc(N(C)S(C)(=O)=O)c1	0	0	-2	4	-2	-9	1	3	-2
63	CCOc1ccccc1NC(=O)c1cccc(N2C(=O)CCC2=O)c1	-4	1	-5	-9	-1	-5	0	10	2
64	COCCn1nnnc1CN(Cc1cc2cc(OC)c(OC)cc2[nH]c1=O)C1CCCC1	-1	3	-4	-13	-3	1	6	8	0
65	C[C@@H]1CN([C@H](C)CO)C(=O)CCCn2cc(nn2)CO[C@H]1CN(C)C(=O)c1ccccc1	3	1	3	8	-1	-16	-1	-2	3
66	Cc1cccc(-c2onc3ccc(C(=O)/C=C/N(C)C)cc23)c1	7	0	-3	-4	4	-8	1	7	0
67	COc1ccc(-c2cc(C#N)nc(N3CCN(c4ccccc4)CC3)n2)cc1	-4	1	8	-7	0	-3	-11	4	12
68	COc1ccccc1C(=O)NC(=O)COC(=O)C1CCC1	3	0	-1	-9	-2	-5	2	6	-1
